Bioassay records: PubChem, Southern Research Specialized Biocontainment Screening Center
MgcRacGAP inhibition – MgcRacGAP GTPase-activating activity inhibitors, confirmation, biochemical, ADP Hunter fluorescence. MgcRacGAP-stimulated Rac1 GTP hydrolysis, ADP Hunter fluorescence; higher % means a stronger effect; GST-tagged Rac1 F28L mutant substrate. inhibition, % at 30 µM; hits with a dose series show IC50 in µM. 340,000 tested, 0.6% active;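 active means first-screen hits whose inhibition reached a set limit at any dose in the follow-up dose series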;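 further: fluorescence reports GDP produced by GAP-driven GTP hydrolysis; strong numbers were not always called active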
* hit, by the source's call. These rows are one share of the data. The share of hits here may be higher or lower than overall.

MgcRacGAP inhibition	compound
5%	C[C@@H]1NS(=O)(=O)c2cc(Cl)ccc2O[C@@H]1c1ccccc1
-1%	CC(C)CN(C(=O)CCC1CCCCC1)c1c(N)n(CC(C)C)c(=O)[nH]c1=O
3%	CCc1nnc(NC(=O)C2CCN(C(=O)c3ccccc3C)CC2)s1
10%	COc1ccc(NC(=O)c2cc(-c3ccccn3)nc3ccccc23)cc1S(=O)(=O)N(C)C
6%	CCNc1ncnc2c1cnn2C1CCCO1 (centres undefined)
8%	CN(C(=O)c1ccc(NC(=O)Cc2cccc(NC(=O)C3CCN(C(=O)C4CCCC4)CC3)c2)cc1)C1CC1
-1%	O=C(COC(=O)C1COc2ccccc2O1)c1ccccc1 (centres undefined)
5%	CN(CCc1ccccc1)C(=O)c1cccc(NC(=O)Cc2cccc(NC(=O)C3CCCN(C(=O)C4CCCCC4)C3)c2)c1 (centres undefined)
8%	CC(C)(C)NC(=O)C[C@H]1C[C@H](C(=O)N2CCOCC2)[C@@]2(C)c3[nH]c4cc(-c5ccco5)ccc4c3CCN2C1=O
8%	CCOC(=O)c1ccccc1NC(=O)COC(=O)C(Cc1c[nH]c2ccccc12)NC(C)=O (centres undefined)
14%	CC(Nc1ccc(Br)cc1)C(=O)NC(=O)NC1CCCCC1 (centres undefined)
12%	CC1CCCCC1=NNC(=O)c1ccccc1 (centres undefined)
6%	Cc1nnc(NC(=O)C2CCN(S(=O)(=O)c3ccc(F)c(F)c3)CC2)o1
5%	CC(OC(=O)CNC(=O)C1CCCCC1)C(=O)NCc1ccccc1 (centres undefined)
13%	COc1ccc(CCNC(=O)COC(=O)C2=NNC(=O)CC2)cc1
7%	O=C1NC(=O)N2CCSC2(Cc2ccccc2)N1 (centres undefined)
-2%	O=[N+]([O-])c1cc(S(=O)(=O)N2CCCC2)ccc1OCCOc1ccccc1
0%	C/C(=N\NC(=O)c1nnn(-c2nonc2N)c1CSc1ccc(C)cc1)c1cccs1
4%	COc1ccccc1CN(C)C[C@@H]1OCc2cnnn2CCCC(=O)N([C@@H](C)CO)C[C@H]1C
12%	Cc1onc(-c2ccccc2)c1C(=O)OCc1nnc(-c2ccc([N+](=O)[O-])cc2)o1
8%	NS(=O)(=O)c1cccc(NC(=O)CSc2nc3ccccc3c(=O)n2CC2CCCO2)c1 (centres undefined)
6%	CC(=O)c1c(C)[nH]c(C(=O)CN(C)CC(=O)Nc2ccccc2Cl)c1C
8%	COC(=O)[C@]1(Cc2ccccc2)N[C@H](CN(C)C(=O)Nc2ccc(C(F)(F)F)cc2)[C@@H]2C(=O)N(C)C(=O)[C@@H]21
11%	C[C@@H]1CN([C@@H](C)CO)C(=O)c2cc(Br)cnc2O[C@H]1CN(C)C(=O)c1ccncc1
10%	C#CCOCCOCCOCCNc1nc(N2CCN(C(=O)[C@H](CCCCN)n3cc(CN)nn3)CC2)nc(N2CCN(C(=O)[C@H](CCC(=O)O)n3cc(CN)nn3)CC2)n1
15%	COc1ccc(NC(=O)c2ccc(-c3ccc(F)cc3)o2)cc1OC
11%	CC(Sc1nc2ccccc2c(=O)n1CC1CCCO1)C(=O)N(C)c1ccccc1 (centres undefined)
11%	CC(C)NC(=O)N(C)C[C@H]1Oc2ccc(NS(=O)(=O)c3ccccc3)cc2C(=O)N([C@H](C)CO)C[C@@H]1C
2%	CCc1ccc(C(=O)NNC(=O)C2CC(=O)N(c3ccc4c(c3)OCCO4)C2)cc1 (centres undefined)
15%	Cc1cccc(C)c1NC(=O)CNC(=O)c1ccc(N2CCOCC2)c([N+](=O)[O-])c1
2%	COc1cc(C2c3cc4c(cc3C(O)C3COC(=O)C23)OCO4)cc(OC)c1OC (centres undefined)
5%	CC(=O)c1ccc(S(=O)(=O)NCC(=O)NC(c2nc3ccccc3[nH]2)C(C)C)cc1 (centres undefined)
12%	O=C(Nc1ccc(C(=O)N2CCCCC2)cc1)C1CC1
7%	Cc1c(Cl)cnc(NC(=O)CSc2n[nH]c(N)n2)c1Cl
-149%	O=[N+]([O-])c1cc2ccccc2c(O)c1O
1%	Cc1cc(C)cc(NC(=O)COC(=O)c2cccc(S(=O)(=O)N3CCCCC3)c2)c1
-2%	CCC1CCCCN1C(=O)CSc1n[nH]c(N)n1 (centres undefined)
10%	CC(C)(C)OC(=O)C[C@H]1C/C=C\C[C@H](CC(=O)N(CCO)Cc2ccccc2)C(=O)N[C@H](C(C)(C)C)COC1=O
6%	O=C(COC(=O)CSc1ccc(F)cc1)NC1CCCCCC1
4%	O=C(CC1CCCC1)N1CCN(S(=O)(=O)c2ccc(F)cc2)CC1
-48%	NNC(=O)C1C(O)CCC2CN3CCc4c([nH]c5ccccc45)C3CC21 (centres undefined)
7%	Cc1cccc(N2CCN(C(=O)CCc3nc4ccccc4c(=O)[nH]3)CC2)c1C
9%	CC(C)(C)OC(=O)C[C@H]1C/C=C\C[C@@H](CC(=O)NCCO)C(=O)NC[C@H](c2ccccc2)OC1=O
-6%	O=C(c1cc(C2CC2)nn1-c1ccccc1)N1CCN(Cc2c(F)cccc2Cl)CC1
8%	CC1Cc2ccccc2N1C(=O)CSc1ccccn1 (centres undefined)
22%	CC(C)c1cc(C(=O)OCC(=O)NC2CCS(=O)(=O)C2)c(O)c(C(C)C)c1 (centres undefined)
4%	CC(=O)c1c(C)[nH]c(C(=O)COc2ccc3c(C)cc(=O)oc3c2)c1C
7%	O=C(COc1ccc(Br)cc1)NNC(=O)c1ccc(-n2cncn2)c([N+](=O)[O-])c1
-3%	CCOc1ccc(NC(=O)c2ccc3c(c2)C(=O)N(Cc2ccncc2)C3=O)cc1
1%	CC(c1cccnc1)N(CCN(C)C)C(=O)Nc1ccc(Cl)c(Cl)c1 (centres undefined)

(cont.)
MgcRacGAP inhibition	compound
-12%	O=C(CSc1nnc(-c2ccccc2NC(=O)c2ccccc2)o1)OC1CCCCC1
7%	C[C@H]1COC(=O)[C@@H](CC(=O)OC(C)(C)C)C/C=C\C[C@@H](CC(=O)N[C@H](CO)Cc2ccccc2)C(=O)N1
4%	COC1CC(N)C2OC(c3ccccc3)OCC2O1 (centres undefined)
10%	CC(=O)c1ccc(-c2c(C)cc3oc(=O)cc(-c4ccccc4)c3c2C)cc1
6%	COc1ccc(C(=O)NCC2CCCCC2)cc1S(=O)(=O)N1CCOCC1
1%	COc1ccc(C(=O)Nc2cccc(/C=C(/CCC(=O)O)c3nc4ccccc4s3)c2)cc1
6%	COc1ccc([C@@H]2CC=C(C(=O)O)[C@H](c3ccc(C(C)(C)C)cc3)N2S(=O)(=O)c2ccc(C)cc2)cc1OC
7%	COC(=O)CC(=O)O[C@H]1C=C[C@@H](NC(=O)OC(C)(C)C)C1
3%	NC(N)=NN=C(c1ccc(F)cc1)c1ccc(C(F)(F)F)cc1
0%	O=C1CC2(CCN1)CCN(Cc1ccccc1)CC2

Not a retest: 19 of the compounds above.
MgcRacGAP inhibition	compound
7%	Cc1cccc(N2CCN(C(=O)CCc3nc4ccccc4c(=O)[nH]3)CC2)c1C
9%	CC(C)(C)OC(=O)C[C@H]1C/C=C\C[C@@H](CC(=O)NCCO)C(=O)NC[C@H](c2ccccc2)OC1=O
-6%	O=C(c1cc(C2CC2)nn1-c1ccccc1)N1CCN(Cc2c(F)cccc2Cl)CC1
8%	CC1Cc2ccccc2N1C(=O)CSc1ccccn1 (centres undefined)
22%	CC(C)c1cc(C(=O)OCC(=O)NC2CCS(=O)(=O)C2)c(O)c(C(C)C)c1 (centres undefined)
4%	CC(=O)c1c(C)[nH]c(C(=O)COc2ccc3c(C)cc(=O)oc3c2)c1C
7%	O=C(COc1ccc(Br)cc1)NNC(=O)c1ccc(-n2cncn2)c([N+](=O)[O-])c1
-3%	CCOc1ccc(NC(=O)c2ccc3c(c2)C(=O)N(Cc2ccncc2)C3=O)cc1
1%	CC(c1cccnc1)N(CCN(C)C)C(=O)Nc1ccc(Cl)c(Cl)c1 (centres undefined)
-12%	O=C(CSc1nnc(-c2ccccc2NC(=O)c2ccccc2)o1)OC1CCCCC1
7%	C[C@H]1COC(=O)[C@@H](CC(=O)OC(C)(C)C)C/C=C\C[C@@H](CC(=O)N[C@H](CO)Cc2ccccc2)C(=O)N1
4%	COC1CC(N)C2OC(c3ccccc3)OCC2O1 (centres undefined)
10%	CC(=O)c1ccc(-c2c(C)cc3oc(=O)cc(-c4ccccc4)c3c2C)cc1
6%	COc1ccc(C(=O)NCC2CCCCC2)cc1S(=O)(=O)N1CCOCC1
1%	COc1ccc(C(=O)Nc2cccc(/C=C(/CCC(=O)O)c3nc4ccccc4s3)c2)cc1
6%	COc1ccc([C@@H]2CC=C(C(=O)O)[C@H](c3ccc(C(C)(C)C)cc3)N2S(=O)(=O)c2ccc(C)cc2)cc1OC
7%	COC(=O)CC(=O)O[C@H]1C=C[C@@H](NC(=O)OC(C)(C)C)C1
3%	NC(N)=NN=C(c1ccc(F)cc1)c1ccc(C(F)(F)F)cc1
0%	O=C1CC2(CCN1)CCN(Cc1ccccc1)CC2

Following part:
MgcRacGAP inhibition	compound
3%	COc1ccc(Cl)cc1C(=O)NNC(=O)CSc1nncn1C
-2%	O=C(NCc1ccccn1)C1CC(=O)N(C2CCCC2)C1 (centres undefined)
12%	COc1cccc(S(=O)(=O)N(C)C[C@H]2OCc3cn(nn3)CCCC(=O)N([C@H](C)CO)C[C@@H]2C)c1
6%	O=C(C1CC1)N1CCc2cc(Br)c(S(=O)(=O)N3CCCCCC3)cc21
27%	CN(NS(=O)(=O)c1ccc([N+](=O)[O-])cc1)c1ccccc1
2%	N#Cc1ccc(OCC(=O)NCCCN2CCCC2=O)cc1
5%	Cc1cc(=O)n2c(nc3ccccc32)s1
2%	COc1ccc(C(=O)COC(=O)c2ccccn2)c(OC)c1
-8%	CCN1CCN(c2ccc(S(=O)(=O)N3CCOCC3)cc2NC(=O)c2cccc([N+](=O)[O-])c2)CC1
6%	CCN(c1ccccc1)S(=O)(=O)c1cc(C(=O)OC2CCOC2=O)ccc1C (centres undefined)
10%	Cc1ccc(-c2ccc(CN3C(C)C(=O)N(Cc4cn(Cc5ccco5)nn4)CCS3(=O)=O)cc2)cc1 (centres undefined)
-6%	O=C1NC2(c3ccccc3)NC(=O)NC2(c2ccccc2)N1 (centres undefined)
13%	COc1cc(C=NNc2nc3c([nH]2)c(=O)n(C)c(=O)n3C)ccc1O
5%	CN(C)S(=O)(=O)c1ccc(C(=O)NNC(=O)C23CC4CC(CC(C4)C2)C3)cc1
3%	O=C(CN1C(=O)NC2(CCCC2)C1=O)N1CCCSC1=Nc1ccccc1
8%	CCOC(=O)C1=CN(Cc2cccc(F)c2)S(=O)(=O)N(CC)C1c1ccc(Br)cc1F (centres undefined)
0%	Cc1ccc(NC(=O)CN(C)S(=O)(=O)c2ccc(Cl)s2)c(O)c1
-1%	O=C(O)CC1Cc2ccccc2C1C(=O)O (centres undefined)
5%	COc1ccc(C(=O)COC(=O)c2sc(C)nc2C)cc1OC
1%	Cc1c(NC(=O)c2ccc(NS(=O)(=O)c3ccc(F)c(F)c3)cc2)c(=O)n(-c2ccccc2)n1C
5%	CCOc1ccc(CCNC(=O)COC(=O)c2ccc(C)c(S(=O)(=O)N3CCOCC3)c2)cc1OCC
14%	CC(C)CCC(=O)Nc1cc(S(=O)(=O)N2CCOCC2)ccc1N1CCCC1
3%	O=C(O)C(NC(=O)c1ccccc1)=C(Cl)Cl
4%	CC(C)NC(=O)N(C)C[C@H]1Oc2c(NC(=O)Nc3ccc4c(c3)OCO4)cccc2C(=O)N([C@H](C)CO)C[C@@H]1C
3%	N=c1nc2n(cc1F)C1OC(CO)C(O)C1O2 (centres undefined)
4%	CCCc1cc(=O)[nH]c(SCC(=O)c2cc(C)n(CC3CCCO3)c2C)n1 (centres undefined)
3%	O=C(O)C(CCc1ccccc1)N1CCOCC1 (centres undefined)
12%	Cc1ccc(C)c(OCCC(=O)OCc2csc(CC(=O)Nc3ccccc3C)n2)c1
5%	Cc1cc(NC(=O)CSc2nnc(-c3ccccc3C)n2C)no1
5%	O=C(Nc1ccc(S(=O)(=O)NC2=NCCCCC2)cc1)c1cccc(S(=O)(=O)N2CCOCC2)c1
4%	CCCn1c(SCC(=O)Nc2cccc(F)c2)nc(O)cc1=O
190µM*	C#CCOCCOCCOCCNc1nc(N2CCN(C(=O)[C@H](CCCCN)n3cc(CN)nn3)CC2)nc(N2CCN(C(=O)[C@H](CCC(=O)O)n3cc([C@@H](N)CCCCN)nn3)CC2)n1
4%	COC(=O)c1c(-c2ccc(SC)cc2)sc2ccccc12
5%	Cc1cc(C)c(CN2CCN(C(=O)Cn3ccc(N)nc3=O)CC2)c(C)c1
8%	CN(C)C(=O)CCc1ccc2c3c([nH]c2c1)[C@]1(C)[C@@H](C(=O)N2CCCCC2)C[C@H](CC(=O)NCCCn2ccnc2)C(=O)N1CC3
8%	CC(C)C[C@H](NC(=O)c1[nH]cnc1C(=O)N[C@@H](C)C(=O)OCc1ccccc1)C(=O)OCc1ccccc1
16%	O=C(O)Cc1ccc(NS(=O)(=O)c2ccc3c(c2)OCCO3)cc1
2%	O=CNc1ccc2c3c(cccc13)-c1ccccc1-2
8%	COc1ccccc1C(CNC(=O)CNC(=O)c1cccc(Cl)c1)N1CCCC1 (centres undefined)
6%	COc1cccc(Nc2nc(Nc3ccc(Cl)c(C(=O)O)c3)nc(C)c2[N+](=O)[O-])c1
3%	COc1ccc(Cl)cc1C(=O)NNC(=O)C1CCCO1 (centres undefined)
16%	O=C(OCC(=O)N1CCOCC1)c1cncc(Br)c1
6%	CC(C)C[C@@H](CNCC(=O)[C@H](Cc1ccccc1)NC(=O)c1[nH]cnc1C(=O)N[C@@H](C)CN)NC(=O)c1nc[nH]c1C(=O)N[C@@H](CC(=O)O)C(=O)O
0%	CN(CC(=O)NCCc1ccc(S(N)(=O)=O)cc1)CC(=O)Nc1ccccc1Cl
1%	CN(c1cccc(Cl)c1)S(=O)(=O)c1cccc(C(=O)NN2CCOCC2)c1
